GSH fluor: compound fluorescence on glutathione beads, profiling panel, artefact control, biophysical, 488/530 nm, flow cytometry. GSH beads flow cytometry, compound fluorescence 488/530 nm; hits give high values. fluorescence (KMESF) at 10 µM. 0.25% of 190,000 active. AID 1776, 2009; in the data active means fluorescence above about 89;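 further: glutathione beads carrying GST-tagged Bcl family fusion proteins plus one bare bead set; values are compound well signal with DMSO vehicle wells as background; inactives centre near 16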
Rac1 mut GTP: GTP binding modulators of activated mutant Rac1, primary screen, biochemical, bead-based flow cytometry, multiplex, fluorescent GTP; Ras-related C3 botulinum toxin substrate 1 (Homo sapiens), P63000; GST-Rac1 activated beads; actives lie on both sides; 100% means binding = to untreated wells; percent activity (GTP binding), % at 10 µM; 0.11% of 190,000 active;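 active means GTP binding at least 20 percentage points away from the 100% baseline, in either direction, so actives lie on both sides; inconclusive means Compound likely fluorescent itself, or too few beads counted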
Cdc42 wt GTP: modulators of GTP binding to wildtype Cdc42, primary screen, biochemical, multiplex bead flow cytometry, Bodipy-GTP. AID 761, 2007. percent activity (GTP binding), % at 10 µM. GST-Cdc42 beads; actives lie on both sides. Cell division control protein 42 homolog (Homo sapiens), P60953. 0.2% of 190,000 active;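 active means percent activity GTP binding at least 20 points away from the 100% baseline, either down as inhibitor or up as activator; inconclusive means compound flagged as likely green fluorescent from well-wide comparison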;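 further: median bead fluorescence of bound Bodipy-FL-GTP at 100 nM; 0% = excess unlabeled GTP control and 100% = no compound control; below 100% means less GTP binding so inhibitor and above means activator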
Target sequence (P60953 whole entry, looked up): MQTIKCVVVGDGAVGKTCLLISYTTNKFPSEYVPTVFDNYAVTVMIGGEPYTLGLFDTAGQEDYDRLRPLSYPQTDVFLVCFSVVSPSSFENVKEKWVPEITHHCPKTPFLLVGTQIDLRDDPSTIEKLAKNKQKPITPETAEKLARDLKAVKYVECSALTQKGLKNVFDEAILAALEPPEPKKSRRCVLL
Rab2A wt mod: modulators of GTP binding to Rab2A wildtype, primary screen, biochemical, dog, bead-based flow cytometry, multiplex. Ras-related protein Rab-2A (Canis lupus familiaris), P61105. GST-Rab2 wt beads, Bodipy-GTP binding. GTP binding activity, % at 10 µM. 0.19% of 190,000 active;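 active means GTP binding activity at least 20 points away from 100%, either lowered or raised; inconclusive means signal likely due to the compound's own green fluorescence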;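 further: 0% = beads with excess unlabeled GTP and 100% = no-compound control corrected for plate trend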
Rac1 wt modul: wildtype Rac1 GTP binding modulators, primary screen, biochemical, GST-Rac1 beads, flow cytometry, multiplex; Ras-related C3 botulinum toxin substrate 1 (Homo sapiens), P63000; fluorescent GTP binding; actives lie on both sides; 0 = cold GTP competed, 100 = untreated; GTP binding activity (% of control), % at 10 µM; 0.27% of 190,000 active; AID 757, 2007;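 active means GTP binding activity at least 20 points away from the 100% control level, either lower or higher; inconclusive means compound flagged as likely green fluorescent, judged across all proteins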
Mcl1 Bid PPI: Mcl-1/Bid binding inhibitors, primary screen, biochemical, TR-FRET, 1536-well; Induced myeloid leukemia cell differentiation protein Mcl-1 (Homo sapiens), Q07820; TR-FRET Mcl-1/Bid-Dy647 peptide binding; inhibition, % at 21.7 µM; 0.97% of 220,000 active; AID 1021, 2008;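 active means compounds that cut the binding signal by more than half at the single screening dose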;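 further: His-tagged Mcl-1 with europium anti-His antibody binding Bid BH3 peptide; 0% = Mcl-1 plus peptide wells and 100% = peptide-only wells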
Target sequence (Q07820 whole entry, looked up): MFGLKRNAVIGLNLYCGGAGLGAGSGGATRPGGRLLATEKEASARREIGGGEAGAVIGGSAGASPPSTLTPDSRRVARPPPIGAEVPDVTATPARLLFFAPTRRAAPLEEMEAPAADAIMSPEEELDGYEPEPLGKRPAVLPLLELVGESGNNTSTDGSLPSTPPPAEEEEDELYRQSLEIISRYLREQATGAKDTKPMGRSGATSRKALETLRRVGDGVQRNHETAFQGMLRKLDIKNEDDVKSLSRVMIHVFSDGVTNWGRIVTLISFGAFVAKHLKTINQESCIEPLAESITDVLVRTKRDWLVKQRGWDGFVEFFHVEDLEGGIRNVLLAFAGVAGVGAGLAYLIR
HRas wt GTP: modulators of GTP binding to HRas wildtype, primary screen, biochemical, bead-based flow cytometry, multiplex. GTPase HRas (Homo sapiens), P01112. GST-Ras wt beads, Bodipy-FL-GTP binding; actives lie on both sides. GTP binding activity, % at 10 µM. 0.14% of 190,000 active. AID 759, 2007;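 active means GTP binding activity at least 20% away from the 100% baseline, either lowered as inhibitor or raised as activator; inconclusive means flagged as likely green fluorescent, judged across all proteins in the well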;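 further: 0% = unlabeled GTP competition control and 100% = no-compound control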
Target sequence (P01112 whole entry, looked up): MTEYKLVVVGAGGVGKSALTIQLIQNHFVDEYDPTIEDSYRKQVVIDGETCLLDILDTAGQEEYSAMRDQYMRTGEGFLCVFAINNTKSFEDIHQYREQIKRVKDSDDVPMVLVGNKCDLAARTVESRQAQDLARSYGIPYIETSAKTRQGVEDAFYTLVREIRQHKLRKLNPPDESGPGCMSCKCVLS
Avidin bead fluor: green autofluorescence of compounds with avidin beads – biophysical, 488/530 nm, flow cytometry, artefact control, profiling panel. compound fluorescence 488/530 nm; hits give high values. fluorescence (KMESF) at 10 µM. 0.38% of 220,000 active. AID 1775, 2009; in the data active means fluorescence above about 47; further: inactives centre near 10
Mcl1 Noxa PPI: Mcl-1/Noxa binding inhibitors, primary screen, biochemical, TR-FRET, 1536-well; Induced myeloid leukemia cell differentiation protein Mcl-1 (Homo sapiens), Q07820; TR-FRET Mcl-1/Noxa peptide binding, 2 h; inhibition, % at 21.7 µM; 1.5% of 220,000 active; AID 1022, 2008;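 active means compounds that cut the protein-peptide binding signal by more than 50% relative to plate controls in a single-dose test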;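 further: His-tagged Mcl-1 with rhodamine Noxa BH3 peptide and terbium anti-His antibody; 0% = Mcl-1 plus Noxa peptide wells and 100% = peptide-only wells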
Rab7 wt GTP bind: modulators of GTP binding to Rab7, primary screen, biochemical, wildtype, multiplex bead flow cytometry | GST-Rab7 beads, fluorescent GTP binding; actives lie on both sides; untreated = 100%, excess cold GTP = 0% | GTP binding activity (percent of control), % at 10 µM | 0.055% of 190,000 active | Rab7 GTPase wild type (dog), Bodipy-FL-GTP binding;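 active means fluorescent GTP binding to Rab7 beads changed by at least 20 points from the 100% baseline, either direction, mostly lower; inconclusive means compound itself probably fluorescent, or too few beads counted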;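 further: median green fluorescence of bound Bodipy-FL-GTP per Rab7 bead population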
Pf gamet viab: late stage P. falciparum gametocyte viability inhibitors, primary screen, ATP luminescence, HTS; P. falciparum stage V gametocytes, 24 h; inhibition, % at 10.9 µM; 0.065% of 150,000 active; AID 743093, 2013;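 active means inhibition above the mean plus 3 SD of compounds within the control limits, set per campaign, cut at about 38% in these data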;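 further: 0% = DMSO wells and 100% = medium only without gametocytes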
The depositor's hits bear a star; ? = inconclusive; / = not tested or not shown.

SMILES	GSH fluor	Rac1 mut GTP	Cdc42 wt GTP	Rab2A wt mod	Rac1 wt modul	Mcl1 Bid PPI	HRas wt GTP	Avidin bead fluor	Mcl1 Noxa PPI	Rab7 wt GTP bind	Pf gamet viab
O=C(NC1CCCCC1)C(c1cccs1)N(C(=O)c1ccco1)c1ccc2c(c1)OCCO2 (stereo not given)	17	100	99	98	99	-24	98	8	-9	90	7
CC(=O)Nc1ccc(OCC(O)Cn2c3ccccc3c3ccccc32)cc1 (stereo not given)	10	101	102	98	102	23	99	12	5	103	/
O=C(/C=C/c1ccc(Cl)cc1Cl)NCCSCc1ccccc1	9	?	?	?	?	-4	?	3	-5	?	-34
O=C(O)c1nn(CCOc2cccc(Cl)c2)c(=O)c2ccccc12	13	94	91	96	96	-17	96	13	14	101	0
CCOc1ccc(S(=O)(=O)Nc2cccc(C(=O)N3CCN(c4ccc(OC)cc4)CC3)c2)cc1	37	90	96	92	98	-97	96	8	10	93	/
N/C(=N\OC(=O)N1c2ccccc2Sc2ccccc21)c1ccccc1	5	97	95	96	98	-10	97	1	28	95	5
O=C(CSc1ncnc2c(-c3ccc(Cl)cc3)nsc12)c1ccccc1	31	97	101	102	105	-12	100	15	-5	103	8
COc1ccc(OC)c(S(=O)(=O)Nc2ccc(C(N)=O)cc2)c1	18	103	107	108	106	-17	107	6	8	102	-15
Cc1c(N=c2scc(-c3ccccc3)n2C)c(=O)n(-c2ccccc2)n1C	21	97	102	102	96	-18	98	9	16	98	7
CCOc1ccc(C2C(C(=O)c3ccco3)=C(O)C(=O)N2CCCn2ccnc2)cc1 (stereo not given)	41	96	96	98	101	-47	102	12	17	102	/
O=C(CSc1nnc2ccccn12)NNC(=O)c1ccc(Br)cc1	12	95	97	94	98	-6	95	14	3	95	17
CC(=O)c1ccccc1NC(=O)CN1C(=O)CS/C1=C\c1nc(-c2ccc(C)cc2)cs1	15	97	98	104	105	-6	101	10	5	110	0
O=C(NCc1cccc(CNC(=O)C(=O)NCc2ccco2)c1)C(=O)NCc1ccco1	12	96	95	94	95	-33	95	8	16	87	11
COC(=O)CSC1=C(C#N)C(c2ccc3c(c2)OCO3)C2=C(CCCC2=O)N1 (stereo not given)	42	98	100	100	101	-28	100	10	31	101	/
CC(=O)c1sc(NCCOc2ccc(C)cc2)nc1C	20	94	93	99	96	-12	98	9	25	108	8
O=C(COC(=O)c1ccccc1Nc1ccc(SC(F)F)cc1)NCc1ccco1	30	98	98	97	99	-19	98	8	-8	99	/
CSCCOC(=O)C1=C(C)Nc2ccc(C)cc2S1	6	97	100	97	100	-18	99	7	25	97	-11
Cc1ccc(S(=O)(=O)NCCSc2nnnn2C)cc1	18	101	105	105	105	2	105	7	-13	107	14
COc1ccc(/C=N/NC(=O)c2ccccc2O)cc1CSc1ccccn1	6	99	100	96	101	-15	98	2	19	99	-9
FC(F)(F)c1cc(-c2ccc3c(c2)OCO3)nc(NCc2ccco2)n1	23	101	108	107	106	-41	108	19	13	104	-3
O=C(CCSc1nnc(-c2ccncc2)o1)Nc1cccc(Cl)c1	24	93	95	96	98	-29	96	13	6	95	10
CC(=O)c1cccc(NC(=O)CCC2CCCC2)c1	20	100	107	105	106	-8	105	36	-1	106	/
Cc1oc(-c2cccc(Cl)c2)nc1CN1CCC(C(=O)NCc2cccnc2)CC1	43	95	98	94	96	-34	97	13	5	96	5
CCC(=O)N1c2ccc(C)cc2C2=NNC(=S)NC21O (stereo not given)	26	97	100	95	98	-18	96	36	9	96	-23
CCCCn1nc2cc(C(=O)NCCCCc3ccccc3)ccc2c1OCC	19	101	105	103	103	5	104	9	6	98	18
Cc1ccc(C2(c3ccc(C)cc3)CC2C(=O)Nc2ccc([N+](=O)[O-])cc2O)cc1 (stereo not given)	32	93	99	98	109	5	103	11	29	104	/
COc1ccc(/C=N/OCC(=O)Nc2cc(C)on2)cc1OC	15	100	102	100	104	-66	100	17	1	99	7
CCc1nnc(NC(=O)CSc2nnc(-c3ccco3)o2)s1	25	96	100	100	103	-28	99	10	18	95	1
CCOC(=O)C(NC(=O)Nc1ccc(Cl)cn1)(Oc1ccc(F)cc1)C(F)(F)F (stereo not given)	9	97	100	95	105	3	94	18	7	95	14
CC1(C)CC(=O)C(C=Nc2ccc(N)cc2)=C(O)C1	17	100	100	99	99	3	99	5	-1	97	-55
O=C(NC1CCS(=O)(=O)C1)c1ccc(S(=O)(=O)N2CCCCC2)cc1 (stereo not given)	11	94	94	96	98	-20	97	9	5	99	-3
COc1ccc(CSc2n[nH]c(C)n2)cc1[N+](=O)[O-]	10	100	101	100	103	18	99	7	-1	101	/
CCn1c2ccccc2c2cc(NC(=O)CSc3nnc(-c4cccc(Cl)c4)o3)ccc21	10	98	97	97	98	-14	98	32	5	99	/
Cc1ccccc1Nc1nc(-c2sc(NC(=O)c3cccc(Cl)c3)nc2C)cs1	10	97	102	98	101	-25	99	16	37	98	/
CCC(C)c1ccc(NC(=O)C2CCCN(c3ncccn3)C2)cc1 (stereo not given)	15	102	105	108	115	-12	105	9	-11	106	-15
c1ccc(OCCCc2nc(-c3cccnc3)no2)cc1	13	102	101	102	110	-22	103	13	-1	103	/
CN(C)CCn1c(NC(=O)c2ccc(Cl)cc2)nc2ccccc21	24	98	101	98	102	-26	99	2	20	98	/
CCCOC(=O)c1c(NC(=O)/C=C/c2cnn(C)c2C)sc(C(=O)OCC)c1C	20	96	96	99	96	-6	98	2	10	95	/
C/C(=N\NC(=O)C1(C)CC1(Br)Br)c1cccc(NC(=O)C(C)(C)C)c1 (stereo not given)	11	102	103	101	105	-8	107	15	12	102	5
O=C1CC(c2ccc3c(c2)OCO3)C2=C(CCCC2=O)N1 (stereo not given)	12	102	103	102	111	-3	103	9	8	104	6
O=C(Cc1n[nH]c(=O)c2ccccc12)NCc1ccccc1	12	98	98	101	99	-14	99	11	10	99	14
CCOC(=O)c1c(C)[nH]c(C)c1C(=O)CSc1nnc(-c2ccc(OC(F)F)cc2)o1	12	98	102	101	103	-24	99	41	-23	105	/
CCC(=O)Nc1nnc(SCc2ccc(F)cc2)s1	15	101	102	100	101	-12	99	6	32	90	17
CN(C)CCNC(=O)c1cccc(S(=O)(=O)Nc2ccccc2F)c1	13	100	103	96	101	13	96	12	2	96	-9
O=C(NCc1ccco1)c1nc2c(nnn2Cc2cccc(Cl)c2)c(=O)[nH]1	18	89	94	91	92	-21	93	30	7	91	/
CCCc1[nH]n(-c2ccc([N+](=O)[O-])cc2)c(=O)c1C=NCCc1ccc(OC)c(OC)c1	11	97	96	98	100	17	101	11	10	102	10
CC(=O)NC(=S)Nc1ccccc1N1CCN(C(=O)c2ccccc2)CC1	18	93	96	96	96	-22	96	10	15	96	4
Cc1onc(-c2ccccc2Cl)c1C(=O)OCc1cnc(Cl)s1	13	90	95	94	93	-2	93	9	-17	92	-1
Cc1ccc(NCc2nnc(SCC(=O)Nc3ccccc3)n2CC2CCCO2)c(C)c1 (stereo not given)	26	102	102	102	107	-33	102	11	13	97	-4
O=C(Nc1ccccc1O)c1ccccc1O	12	96	98	96	97	-17	98	32	11	98	9
COc1cc(C(=O)Nc2cccc3ncccc23)cc(OC)c1OC	16	96	100	102	103	-33	99	14	-5	102	19
COc1ccccc1NC(=O)C(=O)Nc1ccccn1	13	98	98	99	102	-26	99	6	-24	102	9
CCn1c(SCC(=O)Nc2ccc(NC(C)=O)cc2)nnc1C1CC1	45	98	103	101	101	-13	101	6	11	100	/
O=C(CNCc1ccc(Cl)cc1)NCc1ccco1	4	100	103	101	106	13	102	14	34	101	2
Nn1c(Cc2cccc3ccccc23)nnc1SCC(=O)N1CC(=O)Nc2ccccc21	34	98	100	100	101	-1	99	13	-9	101	/
CN(C)CCNc1ncnc2c1cnn2-c1ccc(Cl)cc1	19	100	104	99	103	-17	98	8	7	97	/
Cc1cc(NC(=O)c2cccc(F)c2)ncc1NC(=O)c1ccco1	7	99	102	98	103	-18	101	11	5	96	/
COc1cc2c(cc1OC)CN(C(=O)CCCOc1ccc(Cl)cc1Cl)CC2	5	93	95	103	96	12	100	17	24	108	/
O=C(CNc1cccc(Cl)c1)c1ccc(Cl)cc1	34	100	102	100	104	2	100	10	-8	100	/
Nc1nc(-c2cccnc2)nc(N2CCCCC2)n1	39	101	102	99	102	-4	100	5	12	99	-6

(next part)
SMILES	GSH fluor	Rac1 mut GTP	Cdc42 wt GTP	Rab2A wt mod	Rac1 wt modul	Mcl1 Bid PPI	HRas wt GTP	Avidin bead fluor	Mcl1 Noxa PPI	Rab7 wt GTP bind	Pf gamet viab
CCN(CC)C(=O)C1CCCN(c2ccccc2[N+](=O)[O-])C1 (stereo not given)	22	99	98	99	102	6	101	4	-9	103	18
O=S(=O)(c1ccc(NC(=S)NCCc2ccccc2)cc1)N1CCOCC1	8	99	99	103	103	-53	101	17	29	101	-10
CCCS(=O)(=O)N1CCC(C(=O)NCCc2ccc(C)cc2)CC1	30	101	101	100	104	-33	101	16	-8	101	/
CCCn1nnc(NC(=O)c2ccc(-c3cc(Cl)ccc3Cl)o2)n1	12	97	91	93	96	-25	94	10	0	111	5
COc1ccc(Br)cc1S(=O)(=O)N1CCN=C1C	49	99	96	102	100	-22	99	2	15	100	/
O=C(Cn1cc2c(n1)CCCC2)NC1CCN(Cc2ccccc2)CC1	18	98	102	99	101	-17	101	7	0	100	/
O=C(CN(CC1CCCO1)C(=O)Cn1nnc(-c2ccc(F)cc2)n1)NC1CCCCC1 (stereo not given)	14	98	98	100	101	-12	99	9	13	99	/
Cc1ccc(C(=O)N(CC(=O)Nc2ccc(Cl)c(Cl)c2)Cc2ccco2)cc1	4	94	98	95	102	-30	98	12	0	97	5
CS(=O)(=O)N(CC(=O)N/N=C/c1cccc2c1OCCO2)c1ccccc1Br	31	98	101	102	100	-4	101	9	9	100	/
N/C(=N\OC(=O)COc1ccccc1)c1ccc(Cl)cc1	12	98	100	96	99	-42	96	8	-8	98	0
